Compound activity from PubChem.
STK33 inh – blocks human STK33 kinase activity; Q9BYT3; purified STK33, MBP phosphorylation, ADP-Glo luminescence; inhibition, % at 10 µM; 320,000 tested, 0.073% active;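 active = inhibition at or above 25%, using the most active replicate where run in duplicate; inactive = inhibition below 25%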
Target sequence (Q9BYT3 whole entry, looked up): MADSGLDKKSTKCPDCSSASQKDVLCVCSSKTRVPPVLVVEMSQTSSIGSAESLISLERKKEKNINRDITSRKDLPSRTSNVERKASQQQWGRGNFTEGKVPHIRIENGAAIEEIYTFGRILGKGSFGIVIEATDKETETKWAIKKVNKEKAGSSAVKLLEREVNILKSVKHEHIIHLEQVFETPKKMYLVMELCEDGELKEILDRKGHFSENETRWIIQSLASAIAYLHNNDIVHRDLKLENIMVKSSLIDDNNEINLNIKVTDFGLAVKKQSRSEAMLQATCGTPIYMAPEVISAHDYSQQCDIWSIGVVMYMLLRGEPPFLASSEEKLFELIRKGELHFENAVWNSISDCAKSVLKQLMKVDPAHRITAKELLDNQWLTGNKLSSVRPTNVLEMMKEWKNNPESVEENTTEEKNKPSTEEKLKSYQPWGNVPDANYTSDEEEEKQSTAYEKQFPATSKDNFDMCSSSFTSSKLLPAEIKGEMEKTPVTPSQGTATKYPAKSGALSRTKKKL
CHT PAM – allosterically activates the human high affinity choline transporter; CHT-expressing cells, membrane potential dye, choline EC20; hits give high values; LV-AA mutant CHT in HEK293 cells; B-score at 10 µM; 310,000 tested, 0.49% active;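 active = initial fluorescence not abnormally high and integrated response B-score, plate-corrected, over 3 SD above library mean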
CHT block – human CHT choline transport inhibition | AID 488975 | CHT-expressing cells, membrane potential dye, choline response; hits give low values | Q9GZV3 | 310,000 tested, 0.86% active | B-score at 10 µM;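 active = B-score over 3 SD under the library average, and starting fluorescence ratio not unusually high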;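 note: choline stimulus applied at its EC90 after an EC20 pre-addition; B-score computed on integrated fluorescence ratio after choline addition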
Numbers without * were called inactive; i = inactive; · = not tested or not shown.

item	compound	STK33 inh	CHT PAM	CHT block
1	CCn1ccnc1CNC(=O)CC1C(=O)NCCN1Cc1ccc(OC)cc1OC (stereo not given)	-1.4	i	i
2	CN(C)c1nc(N)c([N+](=O)[O-])c(N2CCCCCC2)n1	-1.2	i	i
3	CCN1CCN(C(c2cc3cccc(C)c3[nH]c2=O)c2nnnn2Cc2ccccc2)CC1 (stereo not given)	-0.7	i	i
4	COc1cc2c(C(=O)N3CCN(c4ccccc4C)CC3)c(C)oc2cc1Br	-1.4	i	i
5	C/C(CC(=O)Nc1ccc2c(c1)OCCO2)=N\NC(=O)COc1ccc(C)cc1	-3.1	i	i
6	CCn1c(SCc2ccc(C)cc2)nnc1C1CCN(S(=O)(=O)c2ccc(OC)cc2)CC1	-1.6	i	i
7	O=C(NCCc1ccccc1)C1CCCN1C(=O)Nc1ccc(F)cc1 (stereo not given)	-0.5	i	i
8	Cc1ccnc(SCCn2c(N3CCOCC3)nc3c2c(=O)[nH]c(=O)n3C)n1	-1.5	10*	i
9	Oc1ccccc1C1OCC2(CO1)COC(c1ccccc1O)OC2 (stereo not given)	-1.1	i	i
10	Cc1cc(C)n(-c2ccc(C(=O)O)cc2[N+](=O)[O-])n1	-0.2	i	i
11	CCOC(=O)c1c(C)[nH]c(C(=O)COC(=O)C2CC2C)c1C (stereo not given)	-0.4	i	i
12	CN(C)CC1CCCCC1OC(=O)/C=C/c1ccc(Cl)cc1Cl (stereo not given)	7.1	i	i
13	CN(C(=O)c1cccc(NC(=O)c2ccccc2)c1)C1CCCCC1	0.5	i	i
14	CCN1C(=O)S/C(=C/c2cn(C)c3ccccc23)C1=O	1.0	i	i
15	Cc1cccc(C(=O)NCC(=O)Nc2ccc(S(=O)(=O)Nc3nc(C)cc(C)n3)cc2)c1	-1.3	i	i
16	Cc1cc(C)c(C#N)c(SCCS(=O)(=O)Cc2ccc(Cl)cc2)n1	-1.1	i	i
17	Cc1cc(C)cc(N(CC(=O)NC2CCCC2)C(=O)CCC(=O)Nc2cc(C)ccn2)c1	-0.4	i	i
18	O=C(Nc1ccc(N2CCOCC2)cc1)Nc1cnsn1	0.2	i	i
19	CCOC(=O)c1c(-c2ccccc2)csc1NC(=O)c1ccc(S(=O)(=O)N2CCOCC2)cc1	-1.2	i	i
20	Cc1cc(=O)oc2c(C)c(OC(C)C(=O)Nc3ccc(N4CCC(C)CC4)cc3)ccc12 (stereo not given)	-0.9	i	i
21	COc1ccc2ccccc2c1CN1CCSCC1	-1.7	i	i
22	CN(Cc1cc2ccccc2[nH]c1=O)C(=O)COc1ccccc1	0.7	i	i
23	O=C(CSc1nnc(Cc2cccs2)n1-c1ccccc1)Nc1ccc2c(c1)OCCO2	0.2	i	i
24	CC(C(=O)Nc1cc(Cl)cc(Cl)c1)N1CCCC1 (stereo not given)	-2.2	i	i

An excerpt of these results, as labelled records.
20) Cc1cc(=O)oc2c(C)c(OC(C)C(=O)Nc3ccc(N4CCC(C)CC4)cc3)ccc12 (stereo not given)
  STK33 inh = -0.9
  CHT PAM = i
  CHT block = i

21) COc1ccc2ccccc2c1CN1CCSCC1
  STK33 inh = -1.7
  CHT PAM = i
  CHT block = i

22) CN(Cc1cc2ccccc2[nH]c1=O)C(=O)COc1ccccc1
  STK33 inh = 0.7
  CHT PAM = i
  CHT block = i

Next part.
item	compound	STK33 inh	CHT PAM	CHT block
25	Cc1ccc(S(=O)(=O)Nc2ccccc2CNc2cccc(C)n2)cc1	0.1	i	i
26	COc1ccccc1C(=O)OCC(=O)Nc1ccc(OC(F)F)cc1	-1.9	i	i
27	Cc1cccc2c1cnn2C(=O)CCC(=O)NCC(C)c1ccccc1 (stereo not given)	2.4	i	i
28	Cn1c(N/N=C2\CCCc3ccccc32)nc2c1c(=O)n(Cc1ccccc1)c(=O)n2C	4.7	i	i
29	CCCNC(=O)OCCC12CC3CC(CC(C3)C1)C2	-0.5	i	i
30	CCN(Cc1ccccc1)C(=O)Cc1c[nH]c2ccccc12	-1.2	i	i
31	O=[n+]1cc(-c2ccc(Br)cc2)n([O-])c2c1CCC2	-0.3	i	i
32	Cn1c(CC(=O)c2ccc(Br)cc2)[n+](C)c2ccccc21	-1.0	i	i
33	COCc1cc(C)c(C#N)c(=S)[nH]1	1.2	i	i
34	O=C(OCCCN=C1NS(=O)(=O)c2ccccc21)C1CC(=O)N(c2ccc(Cl)cc2)C1 (stereo not given)	-2.0	i	i
35	COc1ccc(CCNc2nc(-c3ccc(O)cc3)cs2)cc1OC	1.6	i	-5*
36	CCOC(=O)CCCNC(=O)COC(=O)c1cccc(F)c1	-1.7	i	i
37	O=C(Oc1ccc(C(=S)N2CCOCC2)cc1)c1ccc(Br)cc1	-1.4	i	i
38	O=C(CCS(=O)(=O)c1cccs1)Nc1ccc(C(=O)NC2CCN(Cc3ccccc3)CC2)cc1	0.8	i	i
39	Cc1ccc(NC(=S)NN2CCN(C)CC2)cc1	-0.8	i	i
40	CC(=O)Nc1c(-c2ccccc2)nc2ccc(Cl)cn12	-1.1	i	i

Shown screen by screen: entries from further up
(14) CCN1C(=O)S/C(=C/c2cn(C)c3ccccc23)C1=O
(4) COc1cc2c(C(=O)N3CCN(c4ccccc4C)CC3)c(C)oc2cc1Br
(29) CCCNC(=O)OCCC12CC3CC(CC(C3)C1)C2

Compound | 14 | 4 | 29
STK33 inh | 1.0 | -1.4 | -0.5
CHT PAM | i | i | i
CHT block | i | i | i

Carrying on.
item	compound	STK33 inh	CHT PAM	CHT block
41	COc1ccc(CNC(=O)c2ccc(NC(=O)C3=CSCCO3)cc2)cc1	0.3	i	i
42	O=C(NCC(c1ccco1)N1CCc2ccccc2C1)c1c(F)cccc1F (stereo not given)	-1.6	i	i
43	COc1ccc(C(C2C(=O)CC(C)(C)CC2=O)C2C(=O)CC(C)(C)CC2=O)cc1COCC(F)(F)F	-0.5	i	i
44	Cc1cc(C)nc(NC(=O)c2cc(-c3ccc4c(c3)OCO4)nc3ccccc23)c1	0.9	i	i
45	Cc1cc(C)n2nc(-c3cnn(C)c3C(F)(F)F)cc2n1	-0.1	i	i
46	CC1=NNC(=O)C1CCC(=O)N/N=C(\C)c1ccc(Cl)cc1 (stereo not given)	-1.9	i	i
47	O=C(NCCS(=O)(=O)N1CCN(c2ccccc2F)CC1)c1ccc(Br)o1	0.2	i	i
48	CCOC(=O)CSc1nnc(-c2nnc(SCC(=O)OCC)n2CC)n1CC	-0.6	i	i

Printed as active in CHT block, of those listed so far:
item | canonical_smiles | STK33 inh | CHT block
35 | COc1ccc(CCNc2nc(-c3ccc(O)cc3)cs2)cc1OC | 1.6 | -5*

The listing continues:
item	compound	STK33 inh	CHT PAM	CHT block
49	COc1ccc(CC(=O)Nc2sc3c(c2C(N)=O)CCCC3)cc1OC	0.8	i	i
50	COc1ccc(-c2cc(C(=O)Nc3ccccc3O)c3ccccc3n2)cc1	2.3	i	i
51	CC(O)c1cccc(N=Cc2ccc3ccccc3c2O)c1 (stereo not given)	20	i	i
52	CCN(CC)c1ccc2c(C)c(CO)c(=O)oc2c1	1.9	i	i
53	CCn1c(C)c(C(=O)c2ccccc2)c(C#N)c1C(=O)O	-1.7	i	i
54	Cc1ccc(-c2ccccc2NC(=O)CCl)o1	0.1	i	i
55	COC(=O)c1[nH]cnc1C(=O)c1ccccc1	-0.5	i	i
56	CN(CCO)C1=CC(=O)CC(C)(C)C1	-0.9	i	i
57	COc1ccc(C(=O)N/C(=C\c2cc(OC)c(OC)cc2[N+](=O)[O-])C(=O)NCC(=O)O)cc1	-0.1	i	i
58	CC1=CC(=O)N(c2ccn(C)n2)C1=O	1.4	i	i
59	CCOC(=O)C(=O)NNc1cccc(C)c1C	-1.7	i	i
60	CC1CCCC(NC(=O)C2N(CCCN3CCCC3)C(=O)C3C(C(=O)Nc4ccc(Cl)cc4)C4C=CC32O4)C1C (stereo not given)	-0.4	i	i
61	O=S(=O)(NCCN1CCOCC1)c1ccc(-c2ccc(S(=O)(=O)NCCN3CCOCC3)cc2)cc1	-1.9	i	i
62	COc1ccc(C(=O)NCCc2ccc(C)cc2)cc1OC1CCN(C(C)=O)CC1	0.0	i	i
63	CCOC(=O)C1CCN(C(=O)Nc2ccc(NC(=O)C3CCN(C(=O)OCC)CC3)cc2)CC1	-1.2	i	i
64	CC(/C=N/NC(=O)c1cccs1)=C\c1ccco1	-0.9	i	i
65	Cc1ccn2c(=O)c(C(=O)O)cnc2c1	0.4	i	i
66	O=C(COC(=O)CNC(=O)c1ccccc1)Nc1nnc(-c2ccccc2)o1	·	i	i
67	N#CC1=C(N)N(c2ccccc2C#N)C2=C(C(=O)CCC2)C1c1ccsc1 (stereo not given)	-1.0	i	i
68	CC(NC(=O)c1ccc(CS(=O)(=O)c2cccc(C(F)(F)F)c2)o1)c1ccc2c(c1)OCCO2 (stereo not given)	-1.4	i	i
69	O=[N+]([O-])c1ccc(/C=N/n2c(C3CCCCC3)n[nH]c2=S)cc1	-0.1	i	i
70	CCCOC(=O)c1ccc(NC(=O)CSC2=Nc3ccccc3C3CC=NN23)cc1 (stereo not given)	0.5	i	i
71	O=C(Nc1ccn(C2CC(OC(=O)c3ccccc3)C(CO)O2)c(=O)n1)c1ccccc1 (stereo not given)	-0.1	i	i
72	CCn1cc(CN2CCN(Cc3cccc(OC)c3)C(CCO)C2)c(C)n1 (stereo not given)	1.5	i	i
73	CCOc1ccc(S(=O)(=O)N2CCOCC2)c2ccccc12	-1.1	i	i
74	Cc1ccc(NC(=O)C2CCN(S(=O)(=O)c3ccc4c(c3)NC(=O)C(C)S4)CC2)c(Cl)c1 (stereo not given)	1.0	i	i
75	O=C(Cn1cnc2c(nnn2-c2ccc(F)cc2)c1=O)N1CCCC1	0.0	i	i
76	COc1ccc(C2CC(c3ccccc3)n3nc(NC(=O)c4cccs4)nc3N2)cc1 (stereo not given)	-1.0	i	i
77	COc1ccc(NC(=O)C2=CCN(S(=O)(=O)c3ccccc3)CC2)cc1OC	1.0	i	i
78	O=C(CN(Cc1ccccc1)S(=O)(=O)c1ccc(Br)cc1)NCc1ccco1	0.3	i	i
79	CCOC(=O)C1=C(COC(=O)C(CC)Oc2ccccc2)NC(=O)NC1C (stereo not given)	-1.1	i	i
80	Cc1nn2c(-c3ccccc3)ccnc2c1-c1ccccc1	-2.2	i	i
81	COc1cc(NC(=O)Cn2ncc3c2-c2ccccc2OC3)cc(OC)c1OC	1.2	i	i
82	Cc1ccc(NS(=O)(=O)c2ccc(Cl)s2)nc1	-1.4	i	i
83	Cc1ccc(S(=O)(=O)N(C)C)cc1NC(=O)COC(=O)Cc1cccs1	-0.3	i	i
84	COc1ccc(NC(=O)C2C3C=CC4(O3)C2C(=O)N(CCCN2CCCC(C)C2)C4C(=O)NC2CCCCC2)cc1 (stereo not given)	-0.5	i	i
85	COc1ccccc1C(=O)NCCC(=O)Nc1ccc(C)cn1	-1.1	i	i
86	COc1ccc(S(=O)(=O)N(C)CC(=O)NCCC2=CCCCC2)cc1OC	1.5	i	i
87	CN1CCN(S(=O)(=O)c2ccc(-c3noc(C4CCN(S(C)(=O)=O)CC4)n3)cc2)CC1	-0.6	i	i
88	Cc1ccsc1C(=O)N1CCCC(CO)(Cc2ccccc2)C1 (stereo not given)	-0.4	i	i
89	Cc1cc(N2CCN(C)CC2)nc2ccc(NC(=O)CCC(=O)NCCCOC(C)C)cc12	-0.7	i	i
90	O=C1Nc2ccccc2O/C1=C\c1ccccc1	0.5	i	i
91	C=C(C)CSc1nnc(-c2cccc(S(=O)(=O)N(C)C)c2)n1-c1cc(OC)ccc1OC	1.9	i	i
92	CCN(C(=O)c1cnc(NC(C)C)cc1C(F)(F)F)c1ccc(Cl)cc1	-0.5	i	i
93	COCCCN1C(=O)C(=O)/C(=C(/O)c2ccc(S(=O)(=O)N3CCOCC3)cc2)C1c1cccc(Cl)c1 (stereo not given)	1.0	i	i
94	O=C(CC1N=C2c3ccccc3N=C(SCc3ccc(Cl)cc3)N2C1=O)NCc1ccco1 (stereo not given)	-0.3	i	i
95	CC(C)C(C)NC(=O)COC(=O)c1cccc(C(=O)OCC(=O)NC(C)C(C)C)n1 (stereo not given)	0.3	i	i
96	COc1ccc2c(CC(=O)OCC(=O)Nc3cccc(S(N)(=O)=O)c3)coc2c1	-2.2	i	i
97	CCOc1ccc(N(CC(=O)Nc2cccc(F)c2)S(=O)(=O)c2c(C)noc2C)cc1	-0.9	i	i
98	CC(C)NC(=O)CSc1nc(-c2cccs2)cc(-c2ccccc2)c1C#N	-3.3	i	i
99	Cc1cc(CNCc2c(C(=O)N(C)Cc3ccccc3)nc3ccccn23)nn1C	-2.8	i	i
100	CN1CCN(c2cc(C(F)(F)F)nc3ccc(F)cc23)CC1	-0.4	i	i
101	COc1ccc(NC(=O)CCS(=O)(=O)c2cccc3nonc23)cc1Cl	-1.1	i	i
102	Cc1ccccc1C(=O)N1CCC(C(=O)Nc2ccccn2)CC1	·	i	i
103	O=c1oc2ccc3ccccc3c2cc1-c1nnc(-c2ccccc2)o1	-0.7	i	i
104	CC1CC(C)CN(S(=O)(=O)CCNC(=O)c2ccccc2)C1 (stereo not given)	-1.6	i	i
105	N#C/C(=C1\CCCN1)c1nc2ccccc2c(=O)[nH]1	-2.8	i	i
